mcGAS inh = blocks mouse cGAS activity; AID 1259399; Q8C6L5; 160,000 compounds, 0.15% hits; recombinant cGAS, Kinase-Glo ATP depletion luminescence; inhibition, % at 12.5 µM;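 note: 0% = negative control wells and 100% = reference inhibitor with no enzyme activity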
hcGAS inh = blocks human cGAS activity; Q8N884; recombinant h-cGAS, ATP depletion, Kinase-Glo luminescence; inhibition, % at 12.5 µM; 290,000 compounds, 0.081% hits;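 note: 0% = vehicle reaction and 100% = reaction without DNA for no activity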
Target sequence (Q8N884 whole entry, looked up): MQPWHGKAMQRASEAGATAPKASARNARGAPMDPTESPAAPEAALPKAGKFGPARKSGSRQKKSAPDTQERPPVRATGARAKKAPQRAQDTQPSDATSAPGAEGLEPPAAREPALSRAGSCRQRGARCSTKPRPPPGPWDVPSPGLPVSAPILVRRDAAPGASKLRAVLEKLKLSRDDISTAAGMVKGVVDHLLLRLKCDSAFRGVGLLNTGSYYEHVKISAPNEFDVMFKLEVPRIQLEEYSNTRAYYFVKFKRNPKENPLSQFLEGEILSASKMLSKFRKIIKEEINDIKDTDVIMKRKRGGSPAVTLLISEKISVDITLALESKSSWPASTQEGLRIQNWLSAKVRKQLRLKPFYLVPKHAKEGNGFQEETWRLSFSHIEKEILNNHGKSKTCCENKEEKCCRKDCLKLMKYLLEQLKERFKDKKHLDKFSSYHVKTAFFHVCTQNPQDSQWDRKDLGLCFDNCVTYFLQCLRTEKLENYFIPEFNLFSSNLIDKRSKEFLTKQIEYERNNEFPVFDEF
NPYLR7 agonist = mosquito NPYLR7 agonism; HEK293T NPYLR7/Galpha15, GCaMP6s calcium fluorescence; activation, % at 10 µM; 270,000 compounds, 0.15% hits; AID 1259423; in the data active = activation above about 40%;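 note: 0% = vehicle and 100% = reference agonist at the receptor; some compounds past the cut are filed as inactive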
* marks the source's active call; other numbers are inactive results; nt = no result given; & = joins results of further samples. Cut-off read from the data, not from the text of the source, unless noted: active = inhibition above about 40%; inactive = the rest. Not a hit list. Share with any hit: about 0.29%.

Sample of the layout, 4 compounds:
SMILES	mcGAS inh	hcGAS inh	NPYLR7 agonist
Cc1ncnc(N2CCC(c3n[nH]c(=O)n3Cc3ccccc3)CC2)c1C	-12	-5	7
CC(C)(C)NC(=O)N1CCn2cccc2C1c1ccc(Cl)cc1 (stereo unspecified)	nt	-7	7
CCc1csc(CNC(=O)CCc2nc3ccc(F)cc3[nH]2)n1	-10	-5	3
CC(c1nc(N)nc(N(C)C)n1)N(C)Cc1cccc(Cl)c1 (stereo unspecified)	-8	-5	1

The listing, from the start:
SMILES	mcGAS inh	hcGAS inh	NPYLR7 agonist
Cc1ncnc(N2CCC(c3n[nH]c(=O)n3Cc3ccccc3)CC2)c1C	-12	-5	7
CC(C)(C)NC(=O)N1CCn2cccc2C1c1ccc(Cl)cc1 (stereo unspecified)	nt	-7	7
CCc1csc(CNC(=O)CCc2nc3ccc(F)cc3[nH]2)n1	-10	-5	3
CC(c1nc(N)nc(N(C)C)n1)N(C)Cc1cccc(Cl)c1 (stereo unspecified)	-8	-5	1
c1coc(CNc2ncnc3nc[nH]c23)c1	-7&-3&-2	-5&-3&-4	-3&4
COc1ccc(OC)c(-c2nnc3ccc(OCCNC(=O)Nc4cccs4)nn23)c1	5	-4	13
O=C(CSc1ncnc2sc3c(c12)CCCC3)Nc1ccc2c(c1)OCO2	-5	-5	-3
CC(C)NC(=O)CN1CCN(c2ccnc(-c3ccccc3)n2)CC1	nt	-10	10
CCCn1ccnc1C1CC(=O)Nc2c1c(C)nn2CCC(C)C (stereo unspecified)	nt	-5	11
O=C(Nc1ccc(-c2cnc(C3CC3)o2)cc1)C1CC(=O)N(c2ccccc2)C1 (stereo unspecified)	-6	-6	10
CCC(Sc1nnc2ccccn12)C(=O)Nc1cc(C)on1 (stereo unspecified)	nt	-3	-6
CN1CCCn2nc(C(=O)N(C)C3Cc4ccccc4C3)cc2C1	nt	-8	18
CCC(C(=O)N(CCOC)CC(=O)N1CC(=O)N(c2cccc(C)c2)C1)c1ccccc1 (stereo unspecified)	-10	-7	21
CS(=O)(=O)Nc1ccc(NC(=O)CCNS(=O)(=O)c2ccc(F)cc2)cc1	nt	-6	5
CCCCC(=O)Nc1ccc(C)cc1NC(=O)c1cc(C)nn1CC	-1	3	-4
O=C(CSCc1cc(-c2ccc(Cl)cc2Cl)no1)N1CCOCC1	nt	-6	3
COc1ccc(-c2nnc(SCc3ccccc3C(F)(F)F)n2-c2ccc(Cl)c(Cl)c2)cc1	1	0	nt
CC1(C)CN=C(N2CCN(S(=O)(=O)c3cnn(Cc4ccccc4)c3)CC2)S1	-17	-8	-2
Nc1nc(-c2sc3nc4c(cc3c2N)CCCCC4)nc(N2CCOCC2)n1	nt	-8	2
C=c1onc(-c2ccccc2)c1=c1[nH]/c(=C\C(Br)=C\c2ccccc2)c(=O)o1	-4	-5	-5
Cc1cccc(OCC(=O)Nc2sc3c(c2C(=O)NCC2CCCO2)CCCC3)c1 (stereo unspecified)	-8	-7	1
COCCCn1c(C)c(C)n2c3c(=O)n(Cc4ccc(F)cc4)c(=O)n(C)c3nc12	0	2	-7
O=C1NC(=S)N/C1=C/c1ccc(N2N=C(c3ccccc3)CC2c2ccccc2)cc1 (stereo unspecified)	-7	-1	2
CC(C)C(CCO)Nc1ccc(C#N)cc1F (stereo unspecified)	nt	-8	18
Cc1nc(C)c(Cc2ccc([N+](=O)[O-])cc2)c(N2CCN(C(=O)c3ccccc3C)CC2)n1	-6	-6	nt
CCn1nc(C)c(CN2CCC(C(Cc3ccc(F)cc3F)N(C)C(=O)c3ccco3)CC2)c1C (stereo unspecified)	-2	2	0
COc1cccc(-n2nc(C(=O)O)c(=O)n(Cc3cccc(C)c3)c2=O)c1	nt	6	7
O=C(C1CCC1)N1C[C@@H](O)[C@H](NCc2ccccn2)C1	nt	0	-1
CCC(C)N(CC(=O)N(Cc1cccn1Cc1ccccc1Cl)CC(C)C)C(=O)C1C[C@H]1c1ccccc1 (stereo partly specified)	1	0	-3
O=C(c1ccco1)N(Cc1cccc(Cl)c1)CC1CC(c2cccc(F)c2)=NO1 (stereo unspecified)	-2	0	17
COCC(=O)Nc1ccc(-c2cccc(C(F)(F)F)c2)cc1C(=O)OC	nt	3	1
Cc1ccc(NC(=O)N2CCCC(OCc3ccc(F)cc3)C2)cc1 (stereo unspecified)	0	2	-4
CC(C)(C)c1cc(NCCOCCO)n2ncc(-c3ccccc3)c2n1	-8	-9	0
COc1ccc(C=CC(=O)NCCN2CCOCC2)cc1S(=O)(=O)N1CCCCC1	-9	-5	22
CCCCc1nc2c(o1)N=C(N)C(C#N)C2c1ccc(N(C)C)cc1 (stereo unspecified)	-6	-10	0
O=C(Nc1ncc(-c2ccccc2)s1)C1CSCCS1 (stereo unspecified)	nt	-3	3
CCN(Cc1ccccc1F)C(=O)c1cnc(-c2ccccn2)nc1	nt	-6	-5
Cc1cccc(NC(=O)NNC(=O)c2cccn(Cc3cccc(Cl)c3)c2=O)c1	nt	-2	2
CC(C)c1cc(N(C)CCCN2CCOCC2)n[nH]1	nt	-8	4
Cc1ccccc1C1(O)CCN(C(=O)CCc2cn3ccccc3n2)C1 (stereo unspecified)	nt	-6	2
COC(=O)c1ccc(N2C(=O)CC(NCc3ccc(S(N)(=O)=O)cc3)C2=O)cc1 (stereo unspecified)	nt	-3	2
CC1C(=O)N(c2ccc3c(c2)OCO3)CCN1C(=O)c1cccc(Cl)c1 (stereo unspecified)	-4	-5	12
CCCCN(C)C(=O)c1sc(=O)n(Cc2ccc(C)cc2)c1C	nt	-8	2
CCOC(=O)C1CCCN(C(c2ccc(OCC)cc2)C2Sc3nc(CC)nn3C2=O)C1 (stereo unspecified)	-10	-11	10
O=C(NC(Cc1ccccc1)c1ccccc1)c1csc(CSc2nnc(-c3ccccc3Cl)n2-c2ccccc2F)n1 (stereo unspecified)	-5	-8	0
Cc1n[nH]c(C)c1CCCNC(=O)c1ccc(NC(=O)C2CCC2)cc1	-15	-4	22
CN(Cc1cccc(F)c1)C(=O)c1cc(=O)[nH]c2ccccc12	-6	-10	5
C=C(C)Cn1c(=O)c2c(nc3n(CCOC)c(C)cn23)n(C)c1=O	nt	-8	1
COC(=O)c1ccc(-c2noc(CN3CCC(C(O)c4cccs4)CC3)n2)cc1 (stereo unspecified)	nt	-5	15
O=C(CCc1ccccc1)Nc1nnc(SCC2CC2)s1	-6	-7	-1
O=C(CSc1nc(=O)n(Cc2ccccn2)c2c1CCC2)c1ccccc1	-9	-3	10
Cc1nc(C2CC(O)C2)cc(N2CCC(N3CCSCC3)CC2)n1 (stereo unspecified)	-4	-4	nt
CC1=NN(C(=O)CC#N)C(O)(c2ccc(Br)cc2)C1 (stereo unspecified)	nt	-8	0
CCCCCN(CC(=O)Nc1cc(-c2ccccc2)nn1-c1ccc(F)cc1)C(=O)CCC(=O)OCC	-8	-7	nt
COCCN(Cc1ccc(OS(C)(=O)=O)cc1)C(=O)Nc1ccccc1F	-5	-10	-5
CCNC(=O)CNC(=O)COc1ccc(Cl)cc1Cl	nt	3	-6

Entries from the list above that have a tert-butyl group (two):
SMILES	mcGAS inh	hcGAS inh	NPYLR7 agonist
CC(C)(C)NC(=O)N1CCn2cccc2C1c1ccc(Cl)cc1 (stereo unspecified)	nt	-7	7
CC(C)(C)c1cc(NCCOCCO)n2ncc(-c3ccccc3)c2n1	-8	-9	0

Full records, quoted from the list.
CC1=NN(C(=O)CC#N)C(O)(c2ccc(Br)cc2)C1 (stereo unspecified) in the list: mcGAS inh: nt; hcGAS inh: -8; NPYLR7 agonist: 0
O=C(CSc1nc(=O)n(Cc2ccccn2)c2c1CCC2)c1ccccc1 in the list: mcGAS inh: -9; hcGAS inh: -3; NPYLR7 agonist: 10

Continuation.
SMILES	mcGAS inh	hcGAS inh	NPYLR7 agonist
O=C(NCc1cccnc1Oc1ccccc1F)c1ccc2cccnc2n1	nt	-10	9
CN1CCN(C)C2(CCN(c3ncccc3C(=O)N3CCCC3)CC2)C1	-3	4	7
CCOCCOC(=O)C1=C(C)NC2=C(C(=O)CC(c3ccccc3)C2)C1c1ccc(CC)cc1 (stereo unspecified)	-7	-5	17
CCN(CC)CCNC(=O)c1ccc(NC(=O)c2ccc(N3CCCC3)c([N+](=O)[O-])c2)cc1	-6	-7	2
O=C(NCCOc1ccc2nnc(-c3ccccc3)n2n1)Nc1cccs1	-6	-9	16
O=C1COCc2ccc(-c3cccnc3)cc2N1CC1CC1	nt	-7	6
CCc1cc(=O)[nH]c(-n2nc(C)cc2NC(=O)C2CC(=O)N(c3ccc(Cl)cc3)C2)n1 (stereo unspecified)	-7	-8	11
CCNc1cc(C)nc(N2CCN(C(=O)c3ccc(-c4ccccc4)cc3)CC2)n1	nt	-10	10
CC(C)CC(=O)N1CCC(NC(=O)Cn2ccnn2)CC1	0	-1	nt
N#Cc1cccc(OC2CC3CCC(C2)N3C(=O)c2ccc(CSc3ccc(C(F)(F)F)cn3)cc2)c1 (stereo unspecified)	-5	-10	8
COc1ccccc1CN1CCCn2cccc2C1c1cccc(C(F)(F)F)c1 (stereo unspecified)	-3	-1	-6
CN1CCN(C(=O)CCCN2C(=O)/C(=C/c3ccc(Cl)cc3)SC2=S)CC1	-5	-9	1
CCCN(CCC)C(=O)Cn1nc(CC)n2c(cc3sccc32)c1=O	-5	-7	12
O=C(Nc1ccc(F)cc1F)NC(Cc1ccccc1)c1nnc(SCc2ccccc2)n1-c1ccc(Cl)cc1Cl (stereo unspecified)	-5	-6	21
COc1cc(C)c(C(C)NC(=O)c2ccc(F)cc2Cl)cc1OC (stereo unspecified)	nt	-6	6
CN1CCN(c2nc(-c3ccc(F)cc3)cc(C(F)(F)F)n2)CC1	nt	1	-3

New compounds follow
Second line of a record: mcGAS inh | hcGAS inh | NPYLR7 agonist
> Cc1nc(C(F)(F)F)nc(N2CCC(c3ccccc3C(=O)O)C2)c1C (stereo unspecified)
    nt | -1 | -4
> Cc1ccc(F)c(NC(=O)CCc2nc(C(C)C)no2)c1
    nt | -8 | 8
> CCCCc1ncc(-c2nccn2CC(F)(F)F)[nH]1
    nt | 2 | 11
> COc1ccc(-c2nc3cc(C)cc(C)n3c2NC(C)(C)C)cc1
    -4 | -7 | 1
> O=C(c1ccccc1)C1CCCN(Cc2nc(-c3ccc(C(F)(F)F)cc3)no2)C1 (stereo unspecified)
    nt | -1 | 12
> OC(c1ccccc1)(c1ccccc1)c1ccc(CN(Cc2ccsc2)CC2CCCO2)o1 (stereo unspecified)
    nt | 1 | -4
> CCOC(=O)N1CCc2c(sc(NC(=O)c3cccc(OC)c3)c2-c2nc3ccccc3s2)C1
    nt | -5 | 2
> CCOC(=O)c1ccccc1NC(=O)CCCn1nc(-c2ccc(F)cc2)ccc1=O
    -8 | -5 | 6
> O=C(NC(C(=O)OCC(=O)N1CCN(C23CC4CC(CC(C4)C2)C3)CC1)c1ccccc1)c1ccccc1 (stereo unspecified)
    nt | -2 | -4
> Cc1ccc(S(=O)(=O)N2CCN(C(=O)c3ccc(I)cc3)CC2)cc1C
    -6 | -1 | -1
> Cn1c(=O)c2c(nc(N3CCNCC3)n2CC(N)=O)n(C)c1=O
    nt | -7 | 9
> Cc1cc(C)c2[nH]c(C(=O)NCCc3cnc[nH]3)c(C)c2c1
    -9 | -2 | 10
> COCCOc1c(Cl)cccc1NC(=O)CN1CCS(=O)(=O)CC1
    -17 | -11 | -12
> COCCN(CC(=O)N1CCc2sccc2C1c1ccccc1)C(=O)c1ccc(Cl)cc1Cl (stereo unspecified)
    -5 | -3 | 1
> Cc1nc2scc(C)n2c(=O)c1NC(=O)CC(C)(C)C
    -7 | -6 | 27
> CCN1CCC(N2C[C@@H](COC)[C@H](c3nc(C)no3)C2)CC1
    -6 | -18 | nt
> Cc1[nH]cc[n+]1CC1CCC2C(C1=O)c1ccccc1N2C (stereo unspecified)
    nt | -3 | -2
> COc1ccc(C(=O)Nc2ccccn2)cc1S(=O)(=O)N1CCOCC1
    -7 | -8 | -12
> Cc1ccccc1C1c2[nH]c3ccccc3c2CCN1C(=O)CCc1ccco1 (stereo unspecified)
    nt | 7 | -14
> Cc1ccsc1C(=O)N(Cc1ccccc1)CC(C)CO (stereo unspecified)
    nt | -5 | -5
> COc1ccc(Cc2noc(C3(C)CC3)n2)cc1
    nt | -7 | 1
> CCOC(=O)c1cc(-c2ccc(N3CCN(C(=O)[C@@H]4C[C@H]4c4ccccc4)CC3)cc2)n(-c2ccccn2)n1
    -7 | -4 | 14
> O=C(c1ccc2c(c1)OCCO2)N1CCCC(CNS(=O)(=O)c2cccs2)C1 (stereo unspecified)
    -5 | -4 | 10
> O=C(COc1ccc(Oc2ccccc2)cc1)Nc1cccc(S(=O)(=O)N2CCOCC2)c1
    -7 | -4 | 1
> CNC(=O)CSc1ncc(-c2ccc(Br)cc2)n1CCOC
    nt | 4 | -2
> Cc1c(C(=O)Nc2ccc(N3CCCC3)c(F)c2)oc2c1C(=O)CCC2
    nt | -12 | 1
> Cc1cc(C(=O)N(C)CCOCC2CC2)ccc1F
    nt | -10 | 7
> CC1CCCC(NC(=O)c2cccnc2Oc2cccc([N+](=O)[O-])c2)C1 (stereo unspecified)
    -3 | -7 | -8
> COC(=O)CNC(=O)COC(=O)c1ccc(C#N)cc1
    nt | -11 | 2
> CCOC(=O)N1CCN(Cc2cc3n(n2)CCNC3)CC1
    nt | -3 | 7
> CC(C)[C@H](NS(=O)(=O)c1ccc(-c2ccc(Br)cc2)cc1)C(=O)O
    nt | -2 | -6
> O=C(CCCn1cncn1)N1CCc2c(nc(-c3ccccc3)[nH]c2=O)C1
    nt | -1 | 2
